FLuc stim CS: firefly luciferase counter-screen for stimulation assays. activation factor at 10 µM. P08659. ATPlite luciferase biochemical, luminescence, 10 min; 0 = ATP-free wells, 1 = DMSO control. 200,000 tested, under 10 active;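 active = luciferase activation factor, scaled between plate controls, of at least 2 with compound at 10 µM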
Target sequence (P08659 whole entry, looked up): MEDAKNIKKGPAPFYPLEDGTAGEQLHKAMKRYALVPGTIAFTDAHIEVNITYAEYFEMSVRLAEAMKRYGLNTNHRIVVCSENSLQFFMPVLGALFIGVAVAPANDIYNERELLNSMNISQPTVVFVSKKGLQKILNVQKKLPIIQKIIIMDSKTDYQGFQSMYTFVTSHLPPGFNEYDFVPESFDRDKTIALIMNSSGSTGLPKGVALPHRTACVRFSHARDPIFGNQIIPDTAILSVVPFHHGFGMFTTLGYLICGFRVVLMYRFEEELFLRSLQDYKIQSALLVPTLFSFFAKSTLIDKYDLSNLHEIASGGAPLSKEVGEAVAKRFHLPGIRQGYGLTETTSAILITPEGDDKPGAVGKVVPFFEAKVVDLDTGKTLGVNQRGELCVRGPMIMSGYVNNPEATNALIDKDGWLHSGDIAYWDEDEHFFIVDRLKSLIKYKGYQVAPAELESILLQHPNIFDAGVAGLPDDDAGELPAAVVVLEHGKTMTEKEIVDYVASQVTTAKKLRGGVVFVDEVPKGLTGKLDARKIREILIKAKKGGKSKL
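System: Luciferase/luciferin detection reagent, cell-free biochemical luciferase assay | Medium: PBS buffer for ATP | Dosing: Test compounds dosed from 2 mM stocks in 100% DMSO | Timing: 10 min at ambient temperature | Signal: Luminescence measurement of luciferase light output | Evaluation: Luciferase activation, seen as luminescence increase over controls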
FLuc inhib CS: Photinus pyralis luciferase inhibition counter-screen. ATPLite firefly luciferase biochemical luminescence, 10 min. inhibition, % at 10 µM. hit rate 1.5% among 200,000. AID 1006;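 active = inhibition above about 50% when tested at 10 µM, limit read from the data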
STAT3 activator: STAT3 signaling activation. U3A cells, IL-6 STAT3-luciferase reporter, luminescence; 100% = signal with IL-6 EC80 alone. AID 871. hit rate 0.91% among 190,000. activation (% of control), % at 5.6 µM;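 active = activation above the screen-wide mean of compound activation plus 3 SD, cut at about 130% in these data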;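 note: 0% = background luminescence of wells with medium and substrate only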
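Test system: human U3A cells carrying STAT3-luciferase construct; control set: IL-6-only wells as 100% reference; timing: compound pre-incubation 1 h before IL-6, then 6 h stimulation at 37 °C; also added: IL-6 stimulus at 33 ng/mL final; evaluation: % activation versus median of IL-6-stimulated wells; detection: reporter luminescence signal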
ROMK primary: modulators of human ROMK potassium channel | P48048 | Tet-inducible ROMK, thallium flux fluorescence; actives lie on both sides | B-score at 10 µM | hit rate 2% among 130,000 | AID 1918;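 active = signal ratio slope over the read window, or its plate-corrected B-score, at least 3 SD from the plate mean, either direction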;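 note: B-score of the F/F0 ratio slope over 7 to 12 s after thallium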
Target sequence (P48048 whole entry, looked up): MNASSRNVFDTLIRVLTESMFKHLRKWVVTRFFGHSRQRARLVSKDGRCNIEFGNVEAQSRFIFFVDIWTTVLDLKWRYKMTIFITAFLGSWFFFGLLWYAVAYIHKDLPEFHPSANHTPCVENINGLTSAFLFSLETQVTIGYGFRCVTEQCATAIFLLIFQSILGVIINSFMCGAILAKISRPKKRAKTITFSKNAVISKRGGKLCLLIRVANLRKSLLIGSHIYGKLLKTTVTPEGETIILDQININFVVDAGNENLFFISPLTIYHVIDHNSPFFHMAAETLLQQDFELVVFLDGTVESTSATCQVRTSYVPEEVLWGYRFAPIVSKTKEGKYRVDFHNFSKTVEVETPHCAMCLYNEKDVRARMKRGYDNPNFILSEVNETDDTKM
NF-kB neuron act: compounds increasing NF-kB expression in human neuronal cells; NF-kB reporter expression; active compounds read high; fold change at 12.5 µM; hit rate 1.6% among 190,000; AID 1239; in the data active = fold change above about 3.3
STAT1 act: increases IFN-gamma driven STAT1 reporter signal; NIH 3T3 STAT1-luciferase reporter, luminescence; 100% = IFN-gamma alone, no compound; activation (% of control), % at 5.5 µM; hit rate 2.6% among 200,000;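 active = activation above the screen-wide mean activation plus 3 SD, cut at about 130% in these data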;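 note: raw ratio to IFN-gamma control signal so 100% means no change and 0% no light; values of inactives mirror those of a sister screen read the other way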
APP 5UTR inh: APP translation inhibition; SH-SY5Y APP 5'UTR-luciferase reporter, luminescence; inhibition, % at 2 µM; hit rate 0.82% among 190,000;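 active = inhibition above a set limit, derived from the sample mean plus 3 SD, cut at about 45% in these data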; note: values of inactives mirror those of a sister screen read the other way
STAT3 blocker: reduces IL-6 driven STAT3 reporter signal; U3A cells, IL-6 STAT3-luciferase reporter, luminescence; host cell line lacks STAT1; inhibition, % at 5.5 µM; hit rate 0.89% among 190,000; AID 862;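 active = inhibition above the mean inhibition across all screened compounds plus 3 SD, cut at about 44% in these data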;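 note: 0% = DMSO only wells and 100% = 100 µM nifuroxazide control wells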
STAT1 inh: inhibitors of IFN-gamma induced STAT1 signaling. NIH 3T3 STAT1-luciferase reporter, luminescence. inhibition, % at 5.5 µM. hit rate 0.35% among 200,000. AID 920;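 active = inhibition above a set limit, the mean inhibition across all tested compounds plus 3 SD, cut at about 34% in these data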;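 note: 0% = IFN-gamma with DMSO and 100% = IFN-gamma with 300 µM nifuroxazide; values of inactives mirror those of a sister screen read the other way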
APP 5'UTR act: activates APP 5'UTR luciferase reporter. activation, % at 2 µM. hit rate 1% among 190,000. SH-SY5Y APP 5'UTR luciferase reporter, luminescence; zero percent = DMSO vehicle wells;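 active = activation above a set limit, based on mean plus 3 SD of controls, cut at about 140% in these data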; note: values of inactives mirror those of a sister screen read the other way
* marks the source's active call; other numbers are inactive results; x = not tested or not shown.

1	Cc1c(NC(=O)CSc2n[nH]c(=O)n2-c2ccccc2)c(=O)n(-c2ccccc2)n1C
2	O=C1CC(c2ccccc2)Cc2nc3nc(C(F)(F)F)nn3cc21 (stereo unspecified)
3	Cc1cc2c(cc(C(=O)NCCCN3CCOCC3)n2Cc2ccc(Cl)cc2)o1
4	CC[n+]1c(/C=C/C=C/N(C(C)=O)c2ccccc2)sc2ccccc21
5	CC12C(=O)N(c3nccs3)C(=O)C1C1C=CC2C1 (stereo unspecified)
6	O=C(Nc1ccc(Br)cn1)c1cccc2c1-c1ccccc1C2=O
7	Cc1csc(NC(=O)c2ccc(C)c(S(=O)(=O)N3CCCCC3)c2)n1
8	Cc1cccc(N(C(=O)CNC(=O)c2ccco2)C(C(=O)NC2CCCC2)c2ccncc2)c1 (stereo unspecified)
entry no.	1	2	3	4	5	6	7	8
FLuc stim CS	1.1	1.1	1	1.1	1.1	1	1.1	1
FLuc inhib CS	-8	-6	-2	-11	-6	-3	-6	-4
STAT3 activator	95	105	105	95	100	95	94	106
ROMK primary	0.45	x	-0.92	x	x	0.84	x	-0.00052
NF-kB neuron act	0.89	1	1.1	0.58	1.8	0.67	1.1	x
STAT1 act	95	102	98	96	99	104	100	96
APP 5UTR inh	5	-9	-24	0	-14	23	-2	-4
STAT3 blocker	16	-2	1	6	2	14	12	-4
STAT1 inh	4	-2	3	4	1	-7	0	5
APP 5'UTR act	-5	9	24	0	14	-23	2	4

In another format: results already given
| No. | SMILES | FLuc stim CS | FLuc inhib CS | STAT3 activator | ROMK primary | NF-kB neuron act | STAT1 act | APP 5UTR inh | STAT3 blocker | STAT1 inh | APP 5'UTR act |
| --- | --- | --- | --- | --- | --- | --- | --- | --- | --- | --- | --- |
| 3 | Cc1cc2c(cc(C(=O)NCCCN3CCOCC3)n2Cc2ccc(Cl)cc2)o1 | 1 | -2 | 105 | -0.92 | 1.1 | 98 | -24 | 1 | 3 | 24 |
| 4 | CC[n+]1c(/C=C/C=C/N(C(C)=O)c2ccccc2)sc2ccccc21 | 1.1 | -11 | 95 | x | 0.58 | 96 | 0 | 6 | 4 | 0 |
| 5 | CC12C(=O)N(c3nccs3)C(=O)C1C1C=CC2C1 (stereo unspecified) | 1.1 | -6 | 100 | x | 1.8 | 99 | -14 | 2 | 1 | 14 |

Additional compounds follow.
9	COc1ccc(NC(=O)NC23CC4CC(CC(C4)C2)C3)cc1OC
10	COc1cc(-c2csc(CCn3nc(C)cc3C)n2)cc(OC)c1OC
11	O=C(NC(=S)Nc1ccc(S(=O)(=O)Nc2nccs2)cc1)c1cccnc1
12	CC(=O)Nc1cccc(NC(=O)c2cc(-c3cccnc3)nc3ccc(Br)cc23)c1
13	Nc1nc(Nc2cccc(C(F)(F)F)c2)nc(C(F)(F)F)n1
14	Cc1cc(C)c(C#N)c(N2CCN(CCOc3ccc(Cl)cc3)CC2)n1
15	O=C(O)c1ccc(N2CCOCC2)c(N2C(=O)C3C4C=CC(C4)C3C2=O)c1 (stereo unspecified)
16	CC(=O)C1=C(C)NC2(O)c3ccccc3C(=O)C12O (stereo unspecified)
entry no.	9	10	11	12	13	14	15	16
FLuc stim CS	1	1	1.1	1	1.1	1	1.1	1
FLuc inhib CS	-2	-5	-8	-1	-6	0	-10	0
STAT3 activator	108	109	98	91	89	99	96	109
ROMK primary	x	0.23	-0.81	x	x	x	-0.025	1.5
NF-kB neuron act	1.4	1.6	1.2	0.51	1.2	0.88	0.99	0.92
STAT1 act	95	100	102	92	110	109	95	107
APP 5UTR inh	-7	-27	19	4	-14	-1	-19	0
STAT3 blocker	1	-9	8	16	14	4	7	-1
STAT1 inh	0	-1	-3	9	-11	-9	6	-7
APP 5'UTR act	7	27	-19	-4	14	1	19	0

17	CCN(CC)Cc1c(CC(C)C)oc(C)c1C(=O)O
18	COc1ccc2cc(C(N)=O)/c(=N/NC(=O)c3ccco3)oc2c1
19	C=CCNC(=S)Nc1ccccc1
20	C=C(C)CSc1nnc(CCNC(=O)OC(C)(C)C)o1
21	CCn1c(CNc2ccc(F)cc2)nnc1SCC#N
22	COc1ccc(S(=O)(=O)Nc2ccccc2C)cc1C(=O)N1CCOCC1
23	Cn1c(N)c(C(=O)COC(=O)CNS(=O)(=O)c2ccc(Cl)c(Cl)c2)c(=O)n(C)c1=O
24	O=C(CCc1nc(-c2ccccc2F)no1)NC1CCCCCC1
entry no.	17	18	19	20	21	22	23	24
FLuc stim CS	1.1	1.1	1	1	1	1	1.1	1
FLuc inhib CS	-5	-6	0	-3	-3	2	-8	-4
STAT3 activator	103	85	101	93	108	104	108	99
ROMK primary	-0.035	-0.028	x	x	-0.39	-0.28	0.75	x
NF-kB neuron act	1.1	0.39	1.1	1.1	1.2	1.2	1.1	1.3
STAT1 act	102	115	100	97	102	97	95	99
APP 5UTR inh	8	0	-6	2	17	3	10	1
STAT3 blocker	3	21	2	13	-5	7	0	3
STAT1 inh	-2	-17	0	4	-3	3	5	1
APP 5'UTR act	-8	0	6	-2	-17	-3	-10	-1

25	COc1cc(/C=N/NC(=O)c2nc(C)cc(C)n2)ccc1O
26	O=C1c2cccc3c(N4CCCCC4)ccc(c23)C(=O)N1c1ccc(Cl)cn1
27	CC1(C)CC2CC(C)(CN2C(=O)CCCN2C(=O)c3ccccc3C2=O)C1 (stereo unspecified)
28	CC(C)(C)CC(=O)Nc1cccc(-c2cn3cccnc3n2)c1
29	CCCC(=O)Nc1c(O)c2ccccc2[nH]c1=O
30	CC1CC(C)CN(C(=O)c2ccc3c(c2)N(Cc2ccccc2)CCS3)C1 (stereo unspecified)
31	CCCn1c(=O)c2c(nc3n2CCN3Cc2ccco2)n(C)c1=O
32	O=C(c1ccc(N2C(=O)CCC2=O)cc1)N1CCOCC1
entry no.	25	26	27	28	29	30	31	32
FLuc stim CS	1	x	1.1	0.4	1	1.1	1	1
FLuc inhib CS	2	x	-10	61*	-3	-7	1	-3
STAT3 activator	104	102	96	109	101	100	101	98
ROMK primary	0.056	x	x	x	x	x	-0.51	0.6
NF-kB neuron act	1.4	x	0.92	2.2	1.1	1	1.3	1.4
STAT1 act	97	126	99	121	104	98	102	98
APP 5UTR inh	-15	-18	-4	-54	-13	-18	-2	-1
STAT3 blocker	0	3	11	-12	3	9	11	8
STAT1 inh	4	-29	2	-22	-5	2	-2	3
APP 5'UTR act	15	19	4	54	13	18	2	1

33	COc1cccc(OCC(O)CN2CCN(CCN3C(=O)c4cccc5cccc(c45)C3=O)CC2)c1 (stereo unspecified)
34	CN(C)CCNc1c2c(c(C#N)c3nc4ccccc4n13)CCCC2
35	CCCCNC(=S)N(C)/N=C/c1c(F)cccc1F
36	COc1ccc(C/C(C)=N/NC(=O)C2COc3ccccc3O2)cc1 (stereo unspecified)
37	CC[n+]1c(/C=C/N(C)c2ccccc2)oc2ccc(F)cc21
38	CC1(C)CC(=O)C(C(=O)/C=C/c2ccco2)C(=O)C1
39	Cn1c(CCNC(=O)C(C)(C)C)nc2ccccc21
40	N#Cc1c(SCC(N)=O)nc2c(c1-c1ccc(OCc3ccccc3)cc1)CCCC2
entry no.	33	34	35	36	37	38	39	40
FLuc stim CS	1	1.1	1	1	1	0.9	1.1	x
FLuc inhib CS	-2	-8	-3	-4	-5	6	-10	x
STAT3 activator	75	101	104	107	93	99	97	104
ROMK primary	-1.3	0.033	0.41	-0.32	1	0.074	x	0.65
NF-kB neuron act	0.43	1.5	0.89	0.88	1.7	1.4	1.2	x
STAT1 act	103	100	98	106	76	78	108	99
APP 5UTR inh	-18	-4	4	27	-5	16	-24	-11
STAT3 blocker	33	1	-8	-3	9	3	9	-3
STAT1 inh	-5	0	2	-6	27	22	-9	0
APP 5'UTR act	18	4	-4	-27	5	-16	24	11

41	CC(=O)Nc1ccc(S(=O)(=O)N(C)c2ccc(O)cc2)cc1
42	Cc1ccc(C(=O)Nc2scc(-c3ccccc3)c2C(=O)O)o1
43	COC(=O)CCc1c(C)c(C(=O)c2ccc(F)cc2)c2ccccn12
44	Cc1ccc(Nc2nc(C3CC3)cs2)cc1
45	CCCOC(=O)c1ccc(Oc2c(-c3ccc(OCC)cc3O)n[nH]c2C)cc1
46	CCOC(=O)CSc1nc2ccccc2c(=O)n1Cc1ccco1
47	O=C(COc1ccccc1)NCc1cccs1
48	CCCc1cc(=O)n2[nH]c(NCc3c(F)cccc3Cl)nc2n1
entry no.	41	42	43	44	45	46	47	48
FLuc stim CS	1	0.8	1.1	0.3	1	1.1	1	0.9
FLuc inhib CS	5	15	-6	69*	0	-7	0	10
STAT3 activator	94	95	94	94	108	93	105	98
ROMK primary	x	0.067	-0.15	x	0.99	0.36	x	x
NF-kB neuron act	1.4	0.92	1.1	8.8*	1.2	1	1.2	1.1
STAT1 act	94	109	95	151*	97	100	105	102
APP 5UTR inh	3	-9	4	-239	7	16	-3	-8
STAT3 blocker	16	8	7	8	-7	13	-3	6
STAT1 inh	6	-9	6	-54	3	1	-6	-2
APP 5'UTR act	-3	9	-4	239*	-7	-16	3	8

49	CCOCCCNCC(O)c1ccccc1 (stereo unspecified)
50	Cc1nc2cc(C(=O)NCc3cccnc3)ccc2n1-c1ccc(F)cc1F
51	Cn1c(C(=O)N2CCCC(C(=O)O)C2)cc2sccc21 (stereo unspecified)
52	CN(C)S(=O)(=O)c1ccc(NC(=O)C2CC(=O)N(Cc3ccccc3)C2)cc1 (stereo unspecified)
53	CCN1CCN(CCOc2ccc(Cl)cc2)CC1
54	N#Cc1c(SCC(N)=O)nc2c(c1-c1ccncc1)CCCC2
55	Cc1cc(Cl)c(OCCOCCN2CCCCC2)c(Br)c1
56	Fc1cccc(NC(=S)N2CCCCC2)c1
entry no.	49	50	51	52	53	54	55	56
FLuc stim CS	1	1	1	1	1	1	1	1
FLuc inhib CS	-2	-4	-1	-4	-4	2	4	-3
STAT3 activator	99	103	106	99	97	93	104	101
ROMK primary	x	-2.2	0.86	1.7	0.11	-0.04	0.012	x
NF-kB neuron act	1	0.91	0.97	0.99	1.3	0.95	1	0.95
STAT1 act	96	104	100	97	113	101	106	100
APP 5UTR inh	-13	-32	-11	0	-7	16	-10	5
STAT3 blocker	4	-1	-2	3	10	10	-7	4
STAT1 inh	4	-4	0	2	-16	0	-7	0
APP 5'UTR act	13	32	11	0	7	-16	10	-5

57	Cc1ccc(C(=O)C2CCN(CC(=O)N3CCN(c4ccc(F)cc4)CC3)CC2)cc1
58	Cc1c(C(=O)O)c2cc(O)ccc2n1-c1ccccc1
59	COc1ccc(N2CCN(C3CC(=O)N(C)C3=O)CC2)cc1 (stereo unspecified)
60	CCn1ccnc1C(O)c1cccc(OC)c1OC (stereo unspecified)
61	Cc1c(C)c2ccc(OCC(=O)N3CCOCC3)c(C)c2oc1=O
entry no.	57	58	59	60	61
FLuc stim CS	1.1	1.1	1	1	0.9
FLuc inhib CS	-6	-8	-4	0	8
STAT3 activator	100	107	105	101	99
ROMK primary	-0.12	x	x	x	1.9
NF-kB neuron act	0.75	1.3	0.98	1.3	1.2
STAT1 act	99	101	89	102	108
APP 5UTR inh	-7	-3	-3	-6	-1
STAT3 blocker	2	-5	1	3	8
STAT1 inh	-1	-1	12	-2	-12
APP 5'UTR act	7	3	3	6	1
